Screening data (PubChem BioAssay)
Myeloid diff MLP: myeloid differentiation induction. ER-HoxA9 myeloid progenitors, lysozyme-GFP differentiation, flow cytometry. calls only at 10 µM. hit rate 1% among 360,000. AID 624256;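 active = normalized GFP-positive differentiation at or above the plate's own cutoff, the solvent-only control mean plus 3 SD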;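 note: cells exposed to compound for four days before flow analysis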
bCat nuc transl: beta-catenin nuclear translocation modulation | nuclear translocation activity, % at 5 µM | hit rate 0.3% among 190,000 | AID 1665 | HeLa beta-catenin nuclear translocation, immunofluorescence imaging;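 active = nuclear translocation activity above 50% at 5 µM, with a well cell count of 50 or more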;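 note: per-cell ratio of nuclear to cytoplasmic median beta-catenin stain intensity; plate controls were DMSO negative control for no effect and GSK-3 inhibitor IX positive control for full effect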
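Test system: HeLa cells, endogenous beta-catenin; Compound: single 5 µM dose plus 0.02–20 µM confirmation series; Times: compound exposure 24 h at 37°C; Signal: fluorescence imaging of beta-catenin antibody stain plus DAPI; Read-out: % activation, nuclear-to-cytoplasmic median beta-catenin signal ratio per cell.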
WT yeast gro inh: growth inhibition of WT yeast, mitochondrial fusion screen; mitochondrial fusion phenotypic screen, WT strain; inhibition, % at 10 µM; hit rate 2.1% among 190,000; in the data active = inhibition above about 58%; tested in S. cerevisiae
West Nile antiviral: West Nile virus antiviral activity, cell-based, CPE readout (AID 1621); hit rate 0.02% among 290,000; CPE inhibition, % at 10 µM; hits with a dose series show IC50 in µM; West Nile virus-infected cells, CPE inhibition; higher % means a stronger effect; in the data active = a potency from the dose series; note: strong numbers were not always called active
Lipid droplet: hepatic lipid droplet formation modulation | AML12 mouse hepatocytes, oleate lipid droplets, BODIPY imaging | inhibition, % at 6.5 µM | hit rate 0.4% among 240,000 | AID 1656;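 active = lipid droplet intensity inhibited by at least 50%, with more than 500 cells counted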
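Assay system: AML12 mouse liver cells | Compound: 6.5 µM single-point dosing | Schedule: Overnight exposure | Technique: Fluorescence imaging, 20x objective, two fields per well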
Ins promoter up: MIN6 insulin promoter up-regulation; MIN6 insulin promoter-GFP reporter, high-content imaging; hits give high values; z-score at 5 µM; hit rate 0.3% among 190,000; AID 1625;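 active = z-score above 3 at 5 µM with at least 500 cells counted in the well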
Autophagy mod: autophagy modulation, high-content screen | calls only at 10 µM (by protocol) | MEF GFP-LC3 puncta imaging; test concentration mostly 10 µM | hit rate 0.98% among 190,000 | AID 463193;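 active = percentage of spot-positive cells more than 3 SD above its plate mean, without a fluorescence outlier flag or 80% toxicity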;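 note: spot-positive cell cutoff set from DMSO-treated cells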
MT stabilize HCS: microtubule stabilization, imaging screen; HeLa tubulin immunostaining HCS, 24 h; share of cells brighter than vehicle mean+2SD; % tubulin-high responders, % at 10 µM; hit rate 0.83% among 200,000; AID 2205;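 active = plate Z-score above 3 for both tubulin-high and condensed-nucleus cell shares, with cell loss under 80%, at 10 µM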;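 note: anti alpha tubulin signal scored within the nucleus-defined area of each cell; some results filed as inactive read as strong as hits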
T cell modulator: modulates CD8 T cell binding to vesicles. 2C CD8+ T cell-vesicle binding, flow cytometry; hits give low values. calls only at 7 µM. hit rate 0.068% among 330,000. AID 2052;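 active = response, share of CD8 T cells binding vesicles, and their 90th percentile fluorescence all below set limits, cut at about 80% in these data, passing the limit was not always enough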
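Benchmarks: naked versus QL9-loaded vesicles / Assay system: purified 2C TCR transgenic mouse naive CD8+ T cells / Technique: high-throughput flow cytometry with anti-B7-1 and anti-CD8 staining / Timing: Cell–vesicle co-incubation 1.5 h at 37 °C, staining 20 min on ice / Read-out: percent CD8+ FL2 mean versus row control / Probe or stimulus: QL9-loaded Drosophila micro-vesicles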
WT yeast gro inh mutant strain: further read-out of WT yeast gro inh, marked with its call; inhibition, %; mitochondrial fusion phenotypic screen, mutant strain inhibition
Ins promoter up cell count: recorded beside Ins promoter up, whose call it bears; cell count; measured here: cytotoxicity, nuclei count;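 total cells summed across four imaged fields per well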
Lipid droplet cells 6.5 µM: second read-out of Lipid droplet, no call of its own (marks repeat the call); cell count; measured here: cell count, cytotoxicity flag;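 cells counted across two imaged fields per well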
bCat nuc transl cell count 5 µM: second read-out of bCat nuc transl, no call of its own (marks repeat the call); cell count; measured here: cell count, cytotoxicity flag
T cell modulator vesicle-bound %: recorded beside T cell modulator, whose call it bears; double positive events, %; measured here: CD8+ vesicle-bound cell fraction;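 binding gate set so that unloaded-vesicle control wells show 10% double positive cells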
MT stabilize HCS Hoechst-high %: further read-out of MT stabilize HCS, marked with its call; % Hoechst-high responders; measured here: nuclear condensation Hoechst responders;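 share of cells brighter than vehicle mean plus two SD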
MT stabilize HCS cytotoxicity %: recorded beside MT stabilize HCS, whose call it bears; toxicity, %; measured here: cytotoxicity by cell density;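 0% = mean cell density of plate MIN control wells and 100% = no cells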
Autophagy mod cell loss 18 h: recorded beside Autophagy mod, whose call it bears; toxicity, %; measured here: cell loss, nuclei count;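 cell loss after 18 h compound exposure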
Myeloid diff MLP GFP+ MAC1+ %: further read-out of Myeloid diff MLP, marked with its call; GFP+ MAC1+ double positive, %; measured here: differentiation confirmed by MAC1 staining
* = called active by the depositor; i = inactive; . = not tested or not shown.

SMILES	Myeloid diff MLP	Myeloid diff MLP GFP+ MAC1+ %	bCat nuc transl	bCat nuc transl cell count 5 µM	WT yeast gro inh	WT yeast gro inh mutant strain	West Nile antiviral	Lipid droplet	Lipid droplet cells 6.5 µM	Ins promoter up	Ins promoter up cell count	Autophagy mod	Autophagy mod cell loss 18 h	MT stabilize HCS	MT stabilize HCS Hoechst-high %	MT stabilize HCS cytotoxicity %	T cell modulator	T cell modulator vesicle-bound %
CCN1CCN(c2cc(=O)n(C3CCCCC3)c(=O)[nH]2)CC1	i	1.5	-0.4	1012	5	2	0.0%	-19	642	0.68	1853	i	7	1.9	3.3	5.4	i	20
O=C(CN1CCC(NC(=O)c2ccco2)CC1)Nc1cccc2ccccc12	i	1.1	0.9	1156	4	-11	0.0%	17	747	-0.65	1090	i	6	3.1	1.8	4.2	i	34
COc1ccccc1N1CCN(C(=O)c2ccccc2Oc2ccccc2)CC1	i	1.2	-0.7	1144	9	-1	0.6%	.	.	.	.	i	3	2.5	1.5	0.1	i	21
COc1ccc(CCN(C)c2ncnc3sccc23)cc1OC	i	4.1	-1.0	1128	22	4	0.0%	22	714	-0.96	1251	i	18	9.6	1.8	2.2	i	14
COc1cccc(C(=O)NNC(=O)Cc2csc(N)n2)c1	i	0.3	1.0	1092	-1	-4	0.3%	9	668	-0.18	1288	i	-2	2.1	2.3	7.1	i	53
CN(C)CCCNc1ccc(-c2nn(C)c(=O)c3ccccc23)cc1[N+](=O)[O-]	i	0.1	4.5	1039	-1	6	3.2%	4	666	-0.62	1481	i	-13	2.3	0.9	6.5	i	58
O=c1[nH]n(-c2ccccc2)c(=O)c2ccccc12	i	1.8	2.0	1119	-17	-13	.	21	614	-0.48	1458	i	-5	4.9	2.7	0.4	i	34
CCOc1cc(/C=N/O)ccc1OCC(=O)Nc1cccc(C)c1	i	0.2	-2.5	551	3	-7	-1.0%	-20	663	0.85	1145	i	8	3.7	1.6	8.4	i	48
CCOC(=O)c1csc(NC(=O)c2ccc(C#N)cc2)n1	i	1.4	-0.7	1076	3	6	0.1%	3	676	0.35	1281	i	16	3.6	1.0	9.0	i	40
CN(/N=C/c1ccco1)C1=NS(=O)(=O)c2ccccc21	i	0.1	-0.1	1094	-6	-19	-0.8%	6	705	-0.2	1179	i	17	3.9	2.1	9.7	i	52
Cc1ccc(-c2cc(C(=O)N3CC4(C)CC3CC(C)(C)C4)no2)cc1 (stereo not drawn)	i	0.9	.	.	.	.	-1.4%	-6	675	.	.	.	.	.	.	.	i	37
N#CC(c1ccccc1)c1ccc(=O)[nH]n1 (stereo not drawn)	i	0.3	0.6	1506	-5	1	-0.1%	-17	401	0.23	1521	i	-10	3.4	1.8	6.1	i	58
CN1CCN(CC(=O)Nc2cc(N(C)C)nc3ccccc23)CC1	i	0.2	0.9	1515	15	7	-0.8%	2	726	0.54	1499	i	5	1.9	1.9	2.9	i	9
CCOC(=O)Cn1c(=O)oc2cc(S(=O)(=O)N3CCN(C(=O)OCC)CC3)ccc21	i	2.2	.	.	.	.	0.1%	32	750	.	.	.	.	.	.	.	i	12
O=C(/C=C/c1cccc(OCc2ccccc2)c1)c1cccnc1	i	0.1	2.1	1071	-12	-9	-0.7%	2	724	-0.24	1389	i	12	5.5	1.5	13	i	54
Cc1c(CN2CCN(c3cccc(C(F)(F)F)c3)CC2)c(=O)n(-c2ccccc2)n1C	i	0.5	-0.7	1135	-31	-8	-0.7%	.	.	0.76	1042	i	-8	5.6	2.9	5.3	i	39
Cn1nc(C(C)(C)C)c(NC(=O)c2ccc(F)cc2)c1C(C)(C)C	i	0.5	2.4	1253	.	.	0.0%	-3	810	-0.27	1542	.	.	.	.	.	i	30
Cc1cccc(-c2nc(CS(=O)CC(=O)N3CCc4ccccc4C3)c(C)o2)c1 (stereo not drawn)	i	2.4	1.4	1136	7	9	-1.0%	.	.	1.1	907	i	15	3.3	3.6	10	i	62
COC(=O)c1cc(=O)n(Cc2cccs2)c(=NCc2cccs2)s1	i	0.6	1.0	1370	36	18	3.0%	.	.	-0.22	1503	i	-1	5.3	3.4	5.7	.	.
OC(CNCC1COc2ccccc2O1)COCc1cccs1 (stereo not drawn)	i	1.6	-2.3	1142	-4	7	0.1%	8	770	0.49	1163	i	-4	2.1	2.4	6.1	i	51
O=C(Nc1cccnc1N1CCOCC1)c1cc2ccccc2oc1=O	i	2.9	-1.5	1133	.	.	.	.	.	0.17	1151	.	.	.	.	.	i	33
Fc1cccc(NC(=S)NCc2ccc(Cl)cc2)c1	i	0.6	-4.7	600	54	21	-1.9%	-7	573	0.7	1482	i	1	0.9	5.3	7.9	i	25
CC(C)(C)c1cc(N)n2nc(C(C)(C)C)cc2n1	i	0.2	-0.1	1511	15	19	0.1%	0	602	0.04	1463	i	12	2.5	1.5	6.3	i	31
CCOC(=O)C1=C(CNCc2ccc(F)cc2)NC(=O)NC1c1cccc([N+](=O)[O-])c1 (stereo not drawn)	i	0.6	2.2	912	38	2	-2.0%	14	694	0.39	1638	i	-6	3.1	0.2	2.4	i	15

Single entries from above.
Under WT yeast gro inh, Cc1cccc(-c2nc(CS(=O)CC(=O)N3CCc4ccccc4C3)c(C)o2)c1 (stereo not drawn) has the entry 7
Under Lipid droplet cells 6.5 µM, CCOC(=O)Cn1c(=O)oc2cc(S(=O)(=O)N3CCN(C(=O)OCC)CC3)ccc21 has the entry 750

(further entries)
SMILES	Myeloid diff MLP	Myeloid diff MLP GFP+ MAC1+ %	bCat nuc transl	bCat nuc transl cell count 5 µM	WT yeast gro inh	WT yeast gro inh mutant strain	West Nile antiviral	Lipid droplet	Lipid droplet cells 6.5 µM	Ins promoter up	Ins promoter up cell count	Autophagy mod	Autophagy mod cell loss 18 h	MT stabilize HCS	MT stabilize HCS Hoechst-high %	MT stabilize HCS cytotoxicity %	T cell modulator	T cell modulator vesicle-bound %
O=C(CSc1nc(-c2ccccc2)nc2ccccc12)Nc1cccc(C(=O)O)c1	i	0.1	-2.3	1069	-16	-9	1.8%	1	681	0.18	1524	i	0	4.0	2.8	9.1	i	60
CCc1ccc(NC(=O)[C@H](Cc2ccccc2)NC(=O)C2CCN(C(=O)[C@@H](N)CC(C)C)CC2)cc1	i	3.1	.	.	.	.	1.2%	-11	799	.	.	.	.	.	.	.	i	22
Cc1cc(OCC(=O)C(C)(C)C)c2c(C)c(C)c(=O)oc2c1	i	0.9	-6.4	1044	14	-2	-0.2%	.	.	0.02	1327	i	12	8.1	1.9	4.4	i	27
CCN1CCN(Cc2cc(=O)oc3ccc(Cl)cc23)CC1	i	0.7	-3.6	959	-7	2	0.3%	.	.	-0.34	1098	i	1	3.3	3.5	8.9	i	37
C=CCn1c(SCC(=O)N2CCOCC2)nc2ccccc2c1=O	i	2.6	.	.	.	.	-0.4%	3	620	.	.	.	.	.	.	.	i	38
COCC(=O)OCc1cc2cccc(C)c2[nH]c1=O	i	0.3	-1.1	1346	.	.	0.3%	1	647	0.16	1060	.	.	.	.	.	i	53
CCOc1ccc2nc(N(CCN(C)C)C(=O)c3ccc4c(c3)CCCC4)sc2c1	i	0.8	.	.	.	.	-0.6%	-10	692	.	.	.	.	.	.	.	i	15
O=C(CC1SC(=O)N(Cc2ccccc2)C1=O)Nc1nccs1 (stereo not drawn)	i	0.2	-1.7	1155	-12	2	-0.7%	-3	674	-0.19	1322	i	-12	7.5	2.3	7.1	i	9
Cc1ccc(-c2nnn(CC(=O)N(CC3CCCO3)C(C(=O)NC3CCCC3)c3ccc(F)cc3)n2)o1 (stereo not drawn)	i	1.6	0.2	974	-7	-16	-0.4%	-6	779	0.36	905	i	0	2.5	2.4	5.4	i	31
CCOC(=O)C1=C(C)NC(=S)NC1c1ccc(OC(=O)c2ccco2)cc1 (stereo not drawn)	i	1.1	-2.4	552	-3	3	0.4%	-19	664	0.09	1060	i	11	4.5	1.2	8.4	i	71
CC(C)(C)c1cc(P(=O)(c2ccccc2)c2ccccc2)ccc1O	i	0.1	-0.5	1313	.	.	-1.1%	-27	710	-0.67	1268	.	.	.	.	.	i	28
CC(=O)Nc1cccc(C(=O)Nc2ccccc2N2CCOCC2)c1	i	0.4	-3.6	1103	8	-3	0.1%	0	748	-0.07	898	i	-13	32*	21*	31*	i	34
CCOc1ccc(CCNC(=O)C2CCCN(C(=O)N(C)C)C2)cc1OCC (stereo not drawn)	i	1.8	3.0	1136	-2	-2	-0.6%	11	754	0	1313	i	6	4.4	1.4	3.6	i	16
O=C(NCC12CC3CC(CC(C3)C1)C2)c1cc2n(n1)C(C(F)(F)F)CC(c1ccco1)N2 (stereo not drawn)	i	0.0	.	.	-12	-20	.	.	.	.	.	i	-12	2.5	2.0	7.3	i	26

A draw from above in order of molecular weight, largest number first:
SMILES	Myeloid diff MLP	Myeloid diff MLP GFP+ MAC1+ %	bCat nuc transl	bCat nuc transl cell count 5 µM	WT yeast gro inh	WT yeast gro inh mutant strain	West Nile antiviral	Lipid droplet	Lipid droplet cells 6.5 µM	Ins promoter up	Ins promoter up cell count	Autophagy mod	Autophagy mod cell loss 18 h	MT stabilize HCS	MT stabilize HCS Hoechst-high %	MT stabilize HCS cytotoxicity %	T cell modulator	T cell modulator vesicle-bound %
COC(=O)c1cc(=O)n(Cc2cccs2)c(=NCc2cccs2)s1	i	0.6	1.0	1370	36	18	3.0%	.	.	-0.22	1503	i	-1	5.3	3.4	5.7	.	.
O=C(CN1CCC(NC(=O)c2ccco2)CC1)Nc1cccc2ccccc12	i	1.1	0.9	1156	4	-11	0.0%	17	747	-0.65	1090	i	6	3.1	1.8	4.2	i	34
CC(C)(C)c1cc(P(=O)(c2ccccc2)c2ccccc2)ccc1O	i	0.1	-0.5	1313	.	.	-1.1%	-27	710	-0.67	1268	.	.	.	.	.	i	28
